From PubChem BioAssay
LMPTP inh: blocks human LMPTP phosphatase; recombinant LMPTP-A, OMFP fluorogenic substrate, fluorescence intensity; inhibition, % at 20 µM; actives 0.22% (n = 360,000); AID 651560;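 active = compounds that cut the enzyme signal by at least half of the control window in the single-dose screen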;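 also: plate controls were DMSO wells with enzyme plus substrate for no effect and substrate without enzyme for full effect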
Target sequence (P24666 whole entry, looked up): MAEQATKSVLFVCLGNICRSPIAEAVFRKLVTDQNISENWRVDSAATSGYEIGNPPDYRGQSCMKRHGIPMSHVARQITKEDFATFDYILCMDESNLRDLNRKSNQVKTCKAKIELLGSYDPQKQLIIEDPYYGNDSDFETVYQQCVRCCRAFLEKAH
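Test system: LMPTP-A phosphatase enzyme. Amount: LMPTP-A at 0.625 nM final in the reaction. Reagent: OMFP substrate, 400 µM final. Times: 50 min at room temperature. Signal: endpoint fluorescence intensity from OMFP dephosphorylation. Read-out basis: % inhibition. Benchmarks: no-enzyme and uninhibited controls.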
DNMT1 block: DNMT1 (human) enzyme inhibition; P26358; inhibition (reported as % activation of signal), % at 10 µM; actives 0.83% (n = 360,000); DNMT1 molecular beacon, Hinp1I cleavage, fluorescence; in the data active = inhibition above about 50%
Rpn11 inh: Rpn11 (human) deubiquitinase inhibition. human 26S proteasome, Ub4-pepOG fluorescence polarization; 20S core pre-blocked with epoxomicin. actives 0.59% (n = 360,000). calls only at 20 µM. AID 588493. O00487;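 active = inhibition at 20 µM, scaled to each plate's controls, above about 33%, limit read from the data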
SUMO1-SIM PPI: SUMO1-SIM interaction modulation. SUMO1 binding to a labelled peptide, TR-FRET, 1 h. actives 0.33% (n = 360,000). inhibition, % at 20 µM. AID 602429; in the data active = inhibition above about 37%
Target sequence (P63165 whole entry, looked up): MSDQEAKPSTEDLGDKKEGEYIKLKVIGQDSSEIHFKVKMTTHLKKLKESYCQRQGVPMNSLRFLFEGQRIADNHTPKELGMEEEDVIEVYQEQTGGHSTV
NRP1-CendR mod: NRP-1/CendR interaction modulation | FAM-RPARPAR peptide binding to NRP-1, fluorescence polarization | inhibition, % at 25 µM | actives 0.85% (n = 360,000);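 active = inhibition or corrected inhibition above about 18%, plus a signal ratio from 0.5 to 1.5, limit read from the data, passing the limit was not always enough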; also: strong numbers were not always called active
Scp-1 inhibitor: inhibitors of human Scp-1 phosphatase; Q9GZU7; AID 493091; Recombinant Scp1, phosphopeptide, malachite green phosphate absorbance; inhibition, % at 20 µM; actives 0.88% (n = 340,000);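 active = inhibition above about 50% at 20 µM, limit read from the data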;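 also: plate controls were DMSO wells with enzyme for no effect and wells lacking enzyme for full effect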
Target sequence (Q9GZU7 76-261 limits assumed): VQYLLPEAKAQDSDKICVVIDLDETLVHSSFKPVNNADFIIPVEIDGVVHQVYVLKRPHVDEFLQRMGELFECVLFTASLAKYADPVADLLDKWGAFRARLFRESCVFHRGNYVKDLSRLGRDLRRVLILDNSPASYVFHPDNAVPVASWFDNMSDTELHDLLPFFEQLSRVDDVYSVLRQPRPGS
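Times: enzyme reaction 45 min at room temperature, colour 5 min, stabilisation 30 min. Material: SCP-1 catalytic fragment, aa 76-261. Medium: Acidic Tris acetate buffer with magnesium and detergent. Signal: colorimetric free-phosphate detection, absorbance 630 nm. Read-out basis: % inhibition of SCP-1 phosphate liberation. Reagent: Phosphorylated 17-residue peptide substrate.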
NadD inh: blocks S. aureus nicotinate mononucleotide adenylyltransferase. purified NadD enzyme, colorimetric absorbance read-out. inhibition, % at 20 µM. actives 0.78% (n = 360,000). AID 602399; in the data active = inhibition above about 26%; also: some compounds past the cut are filed as inactive
STEP inh: inhibitors of human striatal-enriched phosphatase STEP; recombinant STEP, OMFP fluorogenic substrate, fluorescence; inhibition, % at 20 µM; actives 0.25% (n = 360,000); AID 588621;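 active = inhibition at 20 µM, scaled per plate between control wells, above about 37%, limit read from the data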;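 also: 0% = DMSO with enzyme and substrate and 100% = substrate only without enzyme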
Target sequence (P54829 whole entry, looked up): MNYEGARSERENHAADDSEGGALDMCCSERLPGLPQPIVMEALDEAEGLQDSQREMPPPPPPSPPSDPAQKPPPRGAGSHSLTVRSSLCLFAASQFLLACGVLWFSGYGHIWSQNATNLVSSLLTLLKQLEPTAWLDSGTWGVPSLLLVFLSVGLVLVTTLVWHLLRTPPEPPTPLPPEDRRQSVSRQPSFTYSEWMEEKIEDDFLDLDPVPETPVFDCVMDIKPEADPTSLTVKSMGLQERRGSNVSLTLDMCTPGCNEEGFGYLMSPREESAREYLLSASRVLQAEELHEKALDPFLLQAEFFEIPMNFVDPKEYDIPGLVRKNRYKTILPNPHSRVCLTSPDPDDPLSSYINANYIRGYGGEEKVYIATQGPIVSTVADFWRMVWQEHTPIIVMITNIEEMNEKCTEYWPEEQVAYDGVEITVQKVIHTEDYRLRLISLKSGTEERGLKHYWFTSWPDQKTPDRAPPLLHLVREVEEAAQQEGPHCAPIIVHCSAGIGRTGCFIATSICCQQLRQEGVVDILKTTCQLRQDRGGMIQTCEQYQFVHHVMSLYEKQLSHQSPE
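Test system: STEP tyrosine phosphatase / Reagent: OMFP at 25 µM / Doses: 20 µM, 1% DMSO / Read-out: percent inhibition scaled to no-enzyme and uninhibited-enzyme controls, plate-pattern corrected / Detection: FITC-channel fluorescence of OMFP product / Medium: Bis-Tris buffer pH 6.0, 2.5 mM DTT, 0.005% Tween 20 / Schedule: 20 min at room temperature, dark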
MT1-MMP act inh: blocks activation of human MT1-MMP; actives 0.061% (n = 360,000); GFP/RFP ratio change, % at 20 µM; HT1080 RFP-PRO-GFP cells, GFP/RFP ratio fluorescence, overnight; percent of plate control window, DMSO zero;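 active = GFP/RFP ratio change of at least 30% with cell ATP level not reduced by more than half and red fluorescence within 50% of control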; also: strong numbers were not always called active
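Test system: HT1080 RFP-PRO-GFP cells; Benchmarks: DMSO and RFP-L50D-GFP cell wells; Timing: cells overnight before dosing, compound overnight, 37 °C, 5% CO2; Compound: one 20 µM compound dose with 1% DMSO; Read-out: GFP/RFP fluorescence ratio.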
SKN-1 block: inhibitors of C. elegans SKN-1. inhibition, % at 21.8 µM. AID 624304. C. elegans VP596 Pgst-4::GFP/RFP ratio, acrylamide-induced, 24 h. actives 0.49% (n = 360,000);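 active = interference check ratio from 0.5 to 1.5 plus GFP to RFP signal ratio inhibition reaching or exceeding a fixed threshold, cut at about 30% in these data, passing the limit was not always enough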; also: some compounds called inactive have numbers as strong as hits
An asterisk follows results filed as active; i = inactive; . = not tested or not shown; + = active, no number. An unsorted share of the library, and some 3.9% of all compounds hit somewhere here.

Results follow in this order: LMPTP inh	DNMT1 block	Rpn11 inh	SUMO1-SIM PPI	NRP1-CendR mod	Scp-1 inhibitor	NadD inh	STEP inh	MT1-MMP act inh	SKN-1 block
> CCC(=O)Nc1ccc2ccccc2c1
    -0.4	3	i	1	5	-2	1	-1	1	-2
> O=C(CC1OC(=O)c2ccccc21)Nc1ccccc1N1CCOCC1 (stereo not drawn)
    -3.5	-3	i	-2	12	-3	4	0	0	-6
> COc1ccc(S(=O)(=O)N2CCOCC2)cc1NC(=O)CSc1nnc(C2CC2)n1C
    0.3	5	i	2	1	6	-3	1	5	-3
> COc1ccc(/C=C/C(=O)NC(=S)Nc2cc([N+](=O)[O-])ccc2O)cc1OC
    56*	-14	i	13	-10	80*	6	62*	2	-1
> CC(C)Oc1ccc(C(=O)NCCCNC(=O)c2ccccn2)cc1
    -1.0	0	i	-2	-2	-1	4	7	-1	13
> Cc1ccccc1CN1C(=O)CSc2ccc(C(=O)N3CCOCC3)cc21
    -1.5	1	i	2	0	-8	-4	1	2	-15
> COc1cccc(CC2(CO)CCCN(Cc3ccc(CO)o3)C2)c1 (stereo not drawn)
    -0.7	0	i	-1	-2	-7	0	2	-4	-2
> CCC(C(=O)OC)n1cnc2c(nnn2-c2ccccc2)c1=O (stereo not drawn)
    -1.0	1	i	1	5	2	-4	3	-2	-1
> CN1CCN(c2ccc(NC(=O)CN3CCOCC3)cc2F)CC1
    -3.6	4	i	-5	2	-5	-8	-4	-2	-5
> Nc1nc2ccccc2nc1N1CCCC1
    -0.5	0	i	-9	3	-2	-7	0	-4	-2
> Cc1cc2ccccc2nc1SCC(=O)N1c2ccccc2CC1C (stereo not drawn)
    5.3	-4	i	-1	4	7	4	0	-2	-3
> CCCN(CCC)CCCNC(=O)c1cc2c(=O)[nH]c3ccccc3c2n1C
    5.7	-8	i	-1	7	-1	-10	1	1	-1
> CCSc1nnc(Cn2c(=O)sc3ccccc32)n1-c1ccccc1C
    0.8	-2	i	1	-8	-4	2	-2	1	4
> CCc1nc2ccc(C(=O)NCCc3ccccn3)cn2c1N(C)CCC(C)C
    0.7	7	i	1	1	.	-7	2	-2	-18
> CC[C@@H]1Cc2[nH][nH]c(=O)c2[C@@H](c2ccc(Cl)cc2)O1
    0.7	.	.	4	-6	.	7	.	1	-2
> O=C(NCc1ccccn1)Nc1cc(Cl)cc(Cl)c1
    0.2	-4	i	3	11	-8	1	-2	2	20
> CCc1ccc(-c2n[nH]c(=O)c3ccccc23)cc1
    -0.7	3	i	-4	5	4	-5	-1	0	8
> COc1cccc(-c2cnc(C(O)c3cc(C)cc(C)c3)[nH]2)c1 (stereo not drawn)
    -0.9	-2	i	1	0	.	-10	-2	1	31
> O=C(COc1ccccc1Cl)N1N=C(c2cccs2)CC1c1ccco1 (stereo not drawn)
    4.0	-5	i	-4	-9	-7	17	1	-1	3
> Cc1ccc(C)c(S(=O)(=O)N2CCN(C(=O)Cc3ccsc3)CC2)c1
    0.3	1	i	1	-6	-5	-2	-1	-4	1
> COc1ccc([N+](=O)[O-])cc1NC(=O)C(C)OC(=O)C1CCC1 (stereo not drawn)
    -1.5	1	i	-20	4	2	-4	0	0	6
> Cc1oc2ccc(OC(=O)c3cccs3)cc2c1C(=O)OC(C)C
    3.5	6	i	1	1	-11	-4	2	1	1
> CCOc1ccccc1/C=C(/NC(=O)c1ccccc1)C(=O)N(CC)CC
    -1.1	2	i	-4	16	-2	-2	2	2	6
> O=C(COc1ccc(Br)cc1)Nc1ccc(NC(=O)c2ccccc2)cc1
    0.7	8	i	3	1	18	9	1	7	11
> CCOc1cccc(C(=O)Nc2ccc3oc(-c4cccnc4)nc3c2)c1
    -0.7	-1	i	1	11	-5	-4	0	6	3
> C/C(=N\NC(=S)NCc1ccccc1)c1cccc(Br)c1
    3.4	-2	i	11	9	-11	-2	1	-1	-7
> CNc1ccc2nnc(C(F)(F)C(F)(F)C(F)(F)F)n2n1
    -0.4	1	+	-1	-9	-3	-1	0	1	19
> O=c1[nH]c(CS(=O)(=O)c2ccccc2)nc2ccccc12
    -1.6	2	i	0	-3	2	2	-1	-5	-17
> O=C(Cn1[nH]c(=O)c2ccccc2c1=O)OCC(=O)N(Cc1ccccc1)Cc1ccccc1
    0.2	-1	i	-3	-2	-11	0	2	-1	12
> Cc1cc(NC(=O)COC(=O)C2CSC3(C)CCC(=O)N23)ccc1Br (stereo not drawn)
    0.7	2	i	-1	10	-10	-4	-1	5	3
> CC1CCc2sc(C(=O)N3CCC(C(N)=O)CC3)cc2C1 (stereo not drawn)
    -0.4	2	i	2	-8	-3	2	3	4	-10
> CCOC(=O)c1ccc(Nc2nnc(C(C)(C)C)c(=O)[nH]2)cc1
    -1.2	-4	i	2	-1	-6	3	1	.	37*
> CC(=O)OCC(=O)C1(O)CCC2C3CCC4=CC(=O)CCC4(C)C3(Cl)C(O)CC21C (stereo not drawn)
    0.1	0	i	2	2	-15	-3	1	1	2
> COc1ccc(C(C[N+](=O)[O-])c2c(C)cc3ccccn23)cc1 (stereo not drawn)
    2.8	-14	i	-9	-9	-4	4	4	-4	-4
> COc1ccc(C2CC(c3cccs3)=NN2C(=O)c2ccco2)cc1OC (stereo not drawn)
    2.3	-3	i	-10	-14	-17	3	-1	4	0
> FC(F)(F)c1cccc(CN2CCC(c3cc(-c4cccs4)n[nH]3)CC2)c1
    0.9	-12	i	-5	-15	1	1	-5	1	10
> CCOC(=O)/C(C#N)=C1\CC2CCC1(C)C2(C)C (stereo not drawn)
    0.0	-1	i	7	6	8	2	6	0	2
> COc1cc2c(cc1[N+](=O)[O-])-c1ccccc1C2
    1.8	-6	i	-6	-6	-16	-1	4	0	9
> CN=C(Nc1ccccc1OC)SC1CC(=O)N(c2ccc(C(=O)OC)cc2)C1=O (stereo not drawn)
    -0.2	-4	i	0	-3	-4	3	7	5	-9
> Cc1onc(-c2ccccc2)c1C(=O)Nc1sc2c(c1C#N)CCC2
    2.3	4	i	17	-50	3	7	5	-21	8
> CC1CN(C(=O)COC(=O)c2ccc(O)cc2)CC(C)O1 (stereo not drawn)
    -1.3	2	i	7	11	9	-6	-2	-1	-15
> COc1cc(C(=O)Nc2nc(C)c(Cc3ccc4c(c3)OCO4)s2)cc(OC)c1OC
    6.3	-13	i	-2	2	-5	9	7	-9	15
> COCCNC(=S)Nc1ccc(Cl)c(Cl)c1
    -1.5	8	i	-1	13	-7	-5	0	0	12
> CN(C)S(=O)(=O)c1ccc(NC(=O)Cc2ccc(S(=O)(=O)N3CCOCC3)s2)cc1
    2.7	17	i	-3	20	55*	1	4	0	7
> CC(C)=CCCC(C)NC(=O)NC1CCCCC1 (stereo not drawn)
    -1.5	1	i	-1	1	-13	-3	-2	-5	-3

Among those listed so far, these contain a nitro group on carbon:
Results follow in this order: LMPTP inh	DNMT1 block	Rpn11 inh	SUMO1-SIM PPI	NRP1-CendR mod	Scp-1 inhibitor	NadD inh	STEP inh	MT1-MMP act inh	SKN-1 block
> COc1ccc(/C=C/C(=O)NC(=S)Nc2cc([N+](=O)[O-])ccc2O)cc1OC
    56*	-14	i	13	-10	80*	6	62*	2	-1
> COc1ccc([N+](=O)[O-])cc1NC(=O)C(C)OC(=O)C1CCC1 (stereo not drawn)
    -1.5	1	i	-20	4	2	-4	0	0	6
> COc1ccc(C(C[N+](=O)[O-])c2c(C)cc3ccccn23)cc1 (stereo not drawn)
    2.8	-14	i	-9	-9	-4	4	4	-4	-4
> COc1cc2c(cc1[N+](=O)[O-])-c1ccccc1C2
    1.8	-6	i	-6	-6	-16	-1	4	0	9

Continuation:
Results follow in this order: LMPTP inh	DNMT1 block	Rpn11 inh	SUMO1-SIM PPI	NRP1-CendR mod	Scp-1 inhibitor	NadD inh	STEP inh	MT1-MMP act inh	SKN-1 block
> Cc1cc(Cl)ccc1-c1nc(NCCN(C)C)nc2ccsc12
    2.0	-9	i	-8	4	.	-3	3	-4	-14
> COC(=O)Cc1ccc(N(Cc2ccccc2F)S(=O)(=O)c2ccc(Br)cc2)cc1
    3.1	1	i	0	10	-11	1	2	-2	10
> Cc1cnc(NC(=O)CSc2nnc(C)s2)s1
    -0.3	2	i	4	-6	-8	3	-2	1	-11
> Cc1csc(N)n1
    1.8	1	i	7	-5	-9	2	-5	-1	-3
> Cn1cnc([N+](=O)[O-])c1S(=O)(=O)c1ccc(Cl)cc1
    -0.1	4	i	-6	5	-3	-7	0	2	0
> O=C(C1CC(=O)N(c2ccc(Cl)cc2)C1)N1CCC(c2nc3ccccc3[nH]2)CC1 (stereo not drawn)
    0.7	0	i	4	-14	-3	3	1	3	2
> CC1CCCC(NS(=O)(=O)c2cc(Br)cnc2N)C1C (stereo not drawn)
    0.7	3	i	2	7	-3	-4	-3	-5	-2
> COc1ccc(N2CC(C(=O)Nc3nc4ccccc4s3)CC2=O)cc1 (stereo not drawn)
    -0.9	0	i	3	-14	-4	-9	1	-6	0
> COc1ccc(C(=O)Nc2ccc(NC(=O)C3CC3)cn2)cc1
    -1.0	2	i	1	-15	-9	1	-2	4	13
> Cc1ccc(CC(=O)NNC(=O)c2cccs2)cc1C
    -1.0	0	i	2	-8	-6	-2	-2	-1	10
> OCCC1CN(Cc2cnc(-c3ccccc3)s2)CCN1C1CCCC1 (stereo not drawn)
    0.2	-1	i	-1	1	3	-3	1	1	2
> O=C(Nc1cc(C(F)(F)F)ccc1N1CCOCC1)C1Cc2ccccc2CN1C(=O)c1ccco1 (stereo not drawn)
    1.2	-6	i	1	-18	3	6	0	1	10
> Cc1ccc(NC(=O)CSCc2c(C)noc2C)cc1C
    -1.5	3	i	2	15	11	7	-10	-2	2
> COC(=O)c1cc(Cl)nc2ccccc12
    -0.3	2	i	-11	-7	-1	-1	-3	0	-3
> COc1ccc2cc(C(=O)C3CCCN(C(=O)CSc4nnc(C)o4)C3)ccc2c1 (stereo not drawn)
    0.2	-1	i	-10	-7	-8	10	0	5	26
> NC(=O)NCC(c1ccccc1)C1CCCCC1 (stereo not drawn)
    -0.9	3	i	3	4	-6	3	0	0	-9
> CCOc1ccc(NC(=O)C2C(c3ccccc3)C2(Cl)Cl)cc1 (stereo not drawn)
    3.4	8	i	-5	-2	-5	-11	2	5	8
> CCOC(=O)CC(=O)CSc1nc2nc(C)cc(C)n2n1
    -0.2	1	i	2	-1	-7	-1	-5	4	11
